# Source: PubChem
# POLI inh = qHTS for Inhibitors of Polymerase Iota; Pol iota fluorescent replication assay, 10 min; actives 1% (n = 390,000); DNA polymerase iota (Homo sapiens), Q9UNA4; Potency, µM (top dose mostly 115 µM), for inactives: top-dose activity, negative = inhibition, most hits filed as inhibitors; also: potency is read from the fitted curve at half-maximal effect
#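 Pol iota at 10 nM preincubated 15 min with compounds at room temperature; reaction started with fluorescent substrate, 50 nM final. Fluorescence read kinetically at 0 and 10 min; buffer-only wells as negative control.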
# LDHA inh = qHTS assay for inhibitors of human lactate dehydrogenase. purified LDHA, NADH/diaphorase-resazurin fluorescence; stronger effect = lower value. actives 0.15% (n = 480,000). activity change, % (values are at about 110 or 230 µM). L-lactate dehydrogenase A chain (Homo sapiens), P00338; in the data active = activity change below about -30%; inconclusive = mostly about -25% to -30%;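 also: plate controls were DMSO wells for no effect and wells without enzyme for full effect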
#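 Enzyme activity of human lactate dehydrogenase 5 (2 nM; 0.06 mM NADH, 0.2 mM pyruvate, 5 min, RT) is measured via a resazurin/diaphorase fluorescence readout of residual NADH.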
# POLH inh = qHTS for Inhibitors of Polymerase Eta | recombinant Pol eta, fluorescent DNA replication assay | Potency, µM (titrated, usually from 114 µM), for inactives: at the highest dose activity change, negative = inhibition, hits mostly inhibitors | DNA polymerase eta (Homo sapiens), Q9Y253 | actives 1.2% (n = 390,000); also: potency is read from the fitted curve at half-maximal effect; % is scaled to controls: 0 for no effect and ±100 for the full control effect
#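 Pol eta at 10 nM preincubated with compounds 15 min at room temperature; reaction started with fluorescent substrate (50 nM final) and read kinetically at 0 and 10 min.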
# Apoferritin bind = qHTS Assay for Identification of Novel General Anesthetics; Potency, µM (top dose mostly 77.5 µM), for inactives: at the top dose activity change, negative = displacement, hits mostly inhibitors; apoferritin/1-aminoanthracene competitive binding, fluorescence; actives 0.074% (n = 350,000); AID 485281, 2010; Ferritin light chain (Equus caballus), P02791; also: potency is read from the fitted curve at half-maximal effect; % is scaled to controls: 0 for no effect and ±100 for the full control effect; nearly all actives have a fitted effect of over 20% in size
#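 Steps: apoferritin (10 uM) was premixed with half-saturated 1-AMA in PBS, compounds were pin-transferred, plates stood 10 min at room temperature, fluorescence was read at 380/535 nm, and curves were fitted with a Hill equation.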
# Pol kappa inh = qHTS for Inhibitors of Polymerase Kappa. DNA polymerase kappa (Homo sapiens), Q9UBT6. purified Pol kappa, fluorescent DNA synthesis assay, 10 min. Potency, µM (doses to about 107 µM), for the others: at the top dose activity, negative = inhibition, most hits filed as inhibitors. actives 0.53% (n = 400,000). AID 588579, 2011; also: potency is read from the fitted curve at half-maximal effect; % is scaled to controls: 0 for no effect and ±100 for the full control effect
#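 Readout: fluorescence, taken kinetically at 0 and 10 min. Conditions: 10 nM Pol kappa, 15 min RT compound preincubation, 50 nM substrate final. Controls: enzyme-free buffer wells.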
# Pol beta inh = qHTS Assay for Inhibitors of DNA Polymerase Beta; P06746; Pol beta primer extension/strand displacement, fluorescence kinetic; Potency, µM (top dose mostly 114 µM), inactives show at the highest dose activity change, negative = inhibition, usual class: inhibitors; actives 1.3% (n = 340,000); AID 485314, 2010; also: potency is read from the fitted curve at half-maximal effect; % is scaled to controls: 0 for no effect and ±100 for the full control effect
#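 Reaction started by 50 nM substrate onto compound-treated Pol beta (10 nM, 15 min preincubation, room temperature); plates read at 0 min and 10 min. Normalized concentration-effect data fitted by four-parameter Hill equation.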
# APE1 inh = qHTS Assay for Inhibitors of the Human Apurinic/apyrimidinic Endonuclease 1 (APE1). recombinant APE1, TAMRA/BHQ-2 abasic DNA cleavage fluorescence. Potency, µM (titrated, usually from 65.8 µM), inactives show at the top dose activity change, negative = inhibition, most hits filed as inhibitors. actives 0.35% (n = 350,000). AID 2517, 2012;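 also: potency is read from the fitted curve at half-maximal effect; plate controls were vehicle for no effect and reference inhibitor for full effect; nearly all actives have a fitted effect of over 55% in size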
#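 APE1 at 0.75 nM preincubated 15 min at room temperature with compound. Reaction then started with 50 nM double-stranded THF-abasic substrate labelled with TAMRA/BHQ-2, and 525/598 nm fluorescence read kinetically. Activity taken as third-minus-first read difference, normalized to DMSO and NSC13755 controls.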
# BLM helicase inh = qHTS Assay for Inhibitors of Bloom's syndrome helicase (BLM); RecQ-like DNA helicase BLM (Homo sapiens), P54132; recombinant BLM DNA unwinding, fluorescence dequenching; Potency, µM (top dose mostly 56.1 µM), inactives show at the top dose activity change, negative = inhibition, usual class: inhibitors; actives 0.2% (n = 350,000); AID 2528, 2010;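 also: potency is read from the fitted curve at half-maximal effect; plate controls were vehicle for no effect and no enzyme for full effect; nearly all actives have a fitted effect of over 35% in size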
# Target sequence (P54132 whole entry, looked up): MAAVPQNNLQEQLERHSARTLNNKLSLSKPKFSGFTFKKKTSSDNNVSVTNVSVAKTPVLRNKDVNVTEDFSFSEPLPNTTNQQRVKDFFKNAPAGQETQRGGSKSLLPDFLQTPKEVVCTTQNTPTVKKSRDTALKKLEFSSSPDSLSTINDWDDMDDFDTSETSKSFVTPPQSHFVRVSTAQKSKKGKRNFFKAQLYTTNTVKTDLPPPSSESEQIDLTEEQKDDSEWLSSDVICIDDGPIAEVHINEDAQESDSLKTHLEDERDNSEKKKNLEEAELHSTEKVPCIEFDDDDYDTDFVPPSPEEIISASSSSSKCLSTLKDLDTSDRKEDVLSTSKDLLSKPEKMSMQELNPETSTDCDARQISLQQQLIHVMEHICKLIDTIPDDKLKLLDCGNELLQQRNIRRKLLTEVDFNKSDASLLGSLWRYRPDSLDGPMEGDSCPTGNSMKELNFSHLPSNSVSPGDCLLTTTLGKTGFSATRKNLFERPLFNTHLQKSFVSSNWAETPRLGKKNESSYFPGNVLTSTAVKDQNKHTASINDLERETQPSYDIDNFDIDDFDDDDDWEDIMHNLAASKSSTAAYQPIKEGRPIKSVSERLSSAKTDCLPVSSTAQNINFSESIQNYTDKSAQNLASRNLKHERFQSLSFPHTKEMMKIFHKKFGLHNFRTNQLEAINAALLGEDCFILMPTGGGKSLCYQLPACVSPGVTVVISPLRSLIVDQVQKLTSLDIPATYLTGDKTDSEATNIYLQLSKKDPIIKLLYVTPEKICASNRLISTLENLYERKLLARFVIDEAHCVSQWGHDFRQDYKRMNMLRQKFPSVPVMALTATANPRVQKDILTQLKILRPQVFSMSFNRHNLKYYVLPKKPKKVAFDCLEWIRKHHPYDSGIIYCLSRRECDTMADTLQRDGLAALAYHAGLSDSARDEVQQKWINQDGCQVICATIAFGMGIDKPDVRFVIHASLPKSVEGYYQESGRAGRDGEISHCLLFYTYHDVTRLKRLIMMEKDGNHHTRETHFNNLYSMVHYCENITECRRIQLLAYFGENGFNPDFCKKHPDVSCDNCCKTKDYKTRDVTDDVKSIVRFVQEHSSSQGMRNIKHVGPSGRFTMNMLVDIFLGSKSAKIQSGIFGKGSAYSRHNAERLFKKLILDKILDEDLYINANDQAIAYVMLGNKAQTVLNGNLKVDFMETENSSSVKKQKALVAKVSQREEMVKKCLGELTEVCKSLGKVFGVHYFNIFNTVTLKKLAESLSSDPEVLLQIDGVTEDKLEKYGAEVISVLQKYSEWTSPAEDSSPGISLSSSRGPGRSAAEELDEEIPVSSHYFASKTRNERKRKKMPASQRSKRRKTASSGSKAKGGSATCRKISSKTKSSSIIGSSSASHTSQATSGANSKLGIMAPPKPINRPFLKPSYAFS
# Glioma ERSR ind = qHTS for Inducers of the Endoplasmic Reticulum Stress Response (ERSR) in Human Glioma: qHTS | actives 0.02% (n = 420,000) | U87-MG GRP78 promoter luciferase reporter, 16 h | Potency, µM, inactives show at the top dose activation, most hits filed as activators | AID 602332, 2012; also: potency is read from the fitted curve at half-maximal effect; series mostly up to about 76 µM; % of control where 0% means no effect; nearly all actives have a fitted effect of over 35% in size
#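 Stably transfected U87-MG human glioma cells carrying a GRP78-based luminescent sensor were seeded at 1000 cells/well, pin-dosed with compounds and incubated 16 h. Luciferase reagent was then added, and end-point luminescence was read after 10 min at room temperature.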
# * hit, by the source's call; ? = inconclusive; . = not tested or not shown; & = joins results of further samples; [ ] = remark or other dose. Unless noted, calls follow the shape of the dose curve; as a rule, active = well fitted curve in the direction sought with a large enough effect; inconclusive = small, poorly fitted or top-dose-only effect, or another doubt; inactive = no such curve, though single readings can be large; an effect the other way counts as inactive or inconclusive. Some of the compounds tested (hit frequency here may not be typical).
SMILES,POLI inh,LDHA inh,POLH inh,Apoferritin bind,Pol kappa inh,Pol beta inh,APE1 inh,BLM helicase inh,Glioma ERSR ind
C[C@@H](C(=O)Nc1ccc2c(c1)OCO2)n1c(=O)[nH]c2ccccc2c1=O,18%,5,-3%,4%,6%,4%,75%[activator],-3%,5%
O=c1c2ccccc2cnn1Cc1ccc(Br)cc1F,21%,-6,-18%,-19%,0%,0%,21%,-6%,3%
C/C(CC(=O)Nc1c(C)cc(C)cc1C)=N\NC(=O)c1cnccn1,46%[activator],-2,-6%,-8%,-9%,-10%,5%,4%,0%
Cc1ccc(NC(=O)Cn2c(=O)n(-c3ccc(C)cc3)c(=O)c3c2cnn3C)cc1,-23%,4,-3%,-6%,-4%,4%,.,-3%,-2%
O=[N+]([O-])c1cc(Oc2cccnc2)cc([N+](=O)[O-])c1,-15%,0,-13%,3%,1%[60.1 µM],-1%,-7%,6%,-1%
CCn1nc(C(=O)NCc2ccco2)c(Cl)c1Cl,2%,-9,-13%,6%,-6%,7%,-2%,2%,1%
CC(C)OCCCNC(=S)N1CCC(C(=O)c2ccc3c(c2)OCCO3)CC1,3%,-3,-15%,-22%,-6%,17%,3%,-4%,-2%
CC(=O)N1CC(=O)N(Cc2ccccc2)/C(=C/c2ccccc2)C1=O,27%,-4,-6%,-14%,-16%,-2%,-3%,-5%,-3%
CCOc1cc(C2Nc3ccccc3C(=O)N2c2ccccc2OC)ccc1O (stereo unspecified),-14%,17,-11%,9%,-1%,16%,11%,0%,8%
CN(C)S(=O)(=O)c1cccc(NC(=O)CSc2nc3ccccc3[nH]2)c1,81%[activator],-5,-19%,-14%,-7%,14%,-4%,2%,1%
COc1cc(N=Nc2c(C)n(C)n(-c3ccccc3)c2=O)ccc1N,80%[activator],5,-11%,-22%,5%,-17%,-2%,-5%,-6%
CC(C)(C)C(=O)COC(=O)C1=NN(c2ccccc2)C(=O)CC1,158%[activator],-5,2%,0%,-10%,17%,7%,1%,-1%
CN(C(=O)CSc1nnc(CNC(=O)c2ccccc2)o1)c1ccccc1,27%,-4,-26%,-8%,-2%,11%,10%,-2%,-3%
CCc1ccc(CN(C)C(=O)c2cc(COc3ccc(OC)cc3Cl)on2)nc1,19%,3,-14%,-23%,0%,29%,25%,-3%,2%
COc1cccc(CN(C)C(=O)Cc2ccc(OC)c(S(=O)(=O)N3CCOCC3)c2)c1,29%,-4,-20%,.,4%,.,24%,.,-3%
Cc1nc(N2CCOCC2)c2c(C(=O)Nc3cccc(C(F)(F)F)c3)c(C)oc2n1,19%,-4,-8%,-18%,-4%,-9%,.,-1%,1%
Cc1ccc(O)c(C(=O)c2cnc(/N=C(\N)N(C)C)nc2)c1,-10%,6,-17%,2%,3%,-4%,73%,4%,-4%
CSc1ncccc1C(=O)N1CCN(S(=O)(=O)c2ccc3ccccc3c2)CC1,7%,-10,-11%,.,-23%,.,-12%,.,0%
COc1ccc2nc(Nc3nc(-c4ccncc4)cs3)sc2c1,-28%,-3,-9%,-2%,-22%,-9%,-7%,-3%,1%
Cc1ccc(C)c(-n2[nH]c3c4c(ccc3c2=O)C(=O)c2ccccc2C4=O)c1,14%,9,?,-10%,-21%,-2%,0%,-15%,-3%
CCc1ccccc1NC(=O)CN1CCN(CC(=O)NCc2ccc(Cl)cc2)CC1,9%,-7,-15%,.,-18%,.,7%,.,-4%
COc1cccc(C(=O)Nc2cc(-c3ccccc3)nn2-c2ccccc2)c1,18%,1,-22%,-8%,-13%[60.1 µM],?,.,-9%,0%
Cn1c(O)c(N=NC(=O)Cn2c(C(F)(F)F)nc3ccccc32)c2ccccc21,-2%,-2,-9%,-5%,-10%,3%,1%,-3%,-3%
CCCCSc1nnc(-c2ccccc2NC(C)=O)c(=O)[nH]1,83%[activator],3,-22%,-3%,0%,93%,14%,-1%,-2%
COC(=O)[C@@]1(Cc2ccc(OC)cc2)[C@H]2c3cc(C(=O)N4CCCC4)n(CCSCCO)c3C[C@H]2CN1C(=O)c1ccccc1,51%[activator],2,-13%,-3%&4%,14%,0%,-3%&-1%,2%&4%,3%
Cc1cccc(NC(=O)CSc2nnc(-c3ccccc3C)o2)c1,20%,-4,-28%,6%,-10%,13%,-4%,0%,2%
Cc1cc(CN(C)Cc2c(C(=O)N3CCCCCCC3)nc3ccc(Cl)cn23)n[nH]1,1%,-7,-5%,-8%,-4%,2%,10%,0%,-3%
Cn1c(=O)c2c(ncn2CCCNC2=CC(C)(C)CC(=O)C2)n(C)c1=O,.,.,.,4%,.,-20%,0%,2%,.
CCC(=O)Nc1cccc(C(=O)N(Cc2ccccc2)Cc2ccccc2)c1,0%,-8,-16%,-22%,-12%,1%,-14%,-3%,-2%
CC(C)OCCCN1C(=O)c2[nH]nc(-c3ccccc3O)c2C1c1ccccc1F (stereo unspecified),-2%,6,-7%,-14%,-10%,-17%,.,-3%,2%
O=C(COc1ccc(Cl)cc1Cl)Nn1c(=S)[nH]c2ncccc2c1=O,27%,4,-16%,24%,6%,3%,-1%,2%,0%
O=C(NC1CCCC1)C(c1ccncc1)N(C(=O)c1csnn1)c1cccc(F)c1 (stereo unspecified),127%[activator],-6,-12%,-9%,3%,16%,-11%,-1%,-1%
Cn1ncc(Br)c1NC(=O)CSc1ccc(Cl)cc1,25%,-9,-12%,-4%,-17%,1%,16%,-1%,-3%
O=C(CC1Nc2cccc3cccc(c23)NC1=O)Nc1ccccc1 (stereo unspecified),51%[activator],11,-18%,-10%,-9%,3%,5%,?,-6%
COc1ccc(S(=O)(=O)NCC(=O)N(CC(=O)NCc2ccco2)C2CCCC2)cc1,97%[activator],-6,-24%,0%,4%,1%,62%[activator],0%,-1%
O=C(NCCCCCCNC(=O)c1ccccc1O)c1ccccc1O,89%[activator],-1,-14%,-4%,-10%,-4%,-11%,0%,0%
COc1cc(/C=C2\SC(=Nc3ccc(O)cc3)NC2=O)cc(OC)c1OC,3%,-10,8%,4%,-6%,12%,-3%,-4%,-4%
Clc1ccc(-c2nc3ccccn3c2CN2CCOCC2)cc1,0%,-7,-4%,5%,-15%,9%,-3%,-7%,0%
CSc1ccc(-c2nc(CN(C)C3CCOC3)c(C)o2)cc1 (stereo unspecified),14%,-8,2%,-5%,-4%,36%,1%,0%,1%
COc1ccc(N2CCN(C(=N)/C(C(C)=O)=C(\C)O)CC2)cc1,5%,3,3%,-7%,-1%,0%,-2%,-6%,0%
CC1Sc2ccc(C(=O)N3CCCC(C(F)(F)F)C3)cc2NC1=O (stereo unspecified),17%,-1,-13%,.,7%,.,11%,.,0%
Cn1cccc1/C=N/N1CCN(c2ccccc2)CC1,98%[activator],-7,-14%,-21%,-12%,6%,0%,9%,1%
NC(=O)C1(N2CCCCC2)CCN(C(=O)Nc2ccc(Cl)c(Cl)c2)CC1,-12%,-5,.,-10%,-4%,19%,.,-6%,.
CSC(=NNC(=O)c1ccc(O)cc1)SC,6%,-10,0%,-13%,-3%,14%,2%,-2%,2%

# Structural class, the entries above with a Cl atom
SMILES,POLI inh,LDHA inh,POLH inh,Apoferritin bind,Pol kappa inh,Pol beta inh,APE1 inh,BLM helicase inh,Glioma ERSR ind
CCn1nc(C(=O)NCc2ccco2)c(Cl)c1Cl,2%,-9,-13%,6%,-6%,7%,-2%,2%,1%
CCc1ccc(CN(C)C(=O)c2cc(COc3ccc(OC)cc3Cl)on2)nc1,19%,3,-14%,-23%,0%,29%,25%,-3%,2%
CCc1ccccc1NC(=O)CN1CCN(CC(=O)NCc2ccc(Cl)cc2)CC1,9%,-7,-15%,.,-18%,.,7%,.,-4%
Cc1cc(CN(C)Cc2c(C(=O)N3CCCCCCC3)nc3ccc(Cl)cn23)n[nH]1,1%,-7,-5%,-8%,-4%,2%,10%,0%,-3%
O=C(COc1ccc(Cl)cc1Cl)Nn1c(=S)[nH]c2ncccc2c1=O,27%,4,-16%,24%,6%,3%,-1%,2%,0%
Cn1ncc(Br)c1NC(=O)CSc1ccc(Cl)cc1,25%,-9,-12%,-4%,-17%,1%,16%,-1%,-3%
Clc1ccc(-c2nc3ccccn3c2CN2CCOCC2)cc1,0%,-7,-4%,5%,-15%,9%,-3%,-7%,0%
NC(=O)C1(N2CCCCC2)CCN(C(=O)Nc2ccc(Cl)c(Cl)c2)CC1,-12%,-5,.,-10%,-4%,19%,.,-6%,.
